# Screening results deposited in PubChem by several laboratories.
# NSD2 HMT inh = NSD2 histone methyltransferase inhibitors, primary screen, biochemical, AlphaScreen, single concentration, set 2; AID 743445, 2014; actives 0.54% (n = 310,000); NSD2 peptide methylation, 120 min; inhibition, % at 12.5 µM; Histone-lysine N-methyltransferase NSD2 (Homo sapiens), O96028; in the data active means inhibition above about 50%
# CAL PDZ FP-1 = CAL PDZ peptide-binding inhibitors, primary screen, biochemical, fluorescence polarization, Cer-tagged CAL PDZ, HTS; Golgi-associated PDZ and coiled-coil motif-containing protein (Homo sapiens), Q9HD26; purified CAL PDZ, TMR-peptide fluorescence polarization, 1 h; inhibition, % at 20 µM; actives 0.02% (n = 330,000); AID 504414, 2011;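 active means highest replicate inhibition of at least 40%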;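 further: plate controls were DMSO neutral control wells for no effect and unlabeled competitor peptide control wells for full effect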
#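 Material – purified CerCALP PDZ construct · Detection – FP readout, S and P plane fluorescence · Measure – percent inhibition from loss of millipolarization · Controls – unlabelled peptide for full inhibition, DMSO wells as neutral · Probe or stimulus – TMR-labelled reporter peptide T*-PRC34 bound in PDZ groove · Times – 1 h at RT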
# Keap1-Nrf2 PPI = Keap1-Nrf2 protein-protein interaction inhibitors, primary screen, biochemical, fluorescence polarization, single point | Keap1 Kelch-Nrf2 peptide fluorescence polarization, 1536-well | actives 0.15% (n = 340,000) | inhibition, % at 9.4 µM | Kelch-like ECH-associated protein 1 (Homo sapiens), Q14145; in the data active means inhibition above about 12%;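 further: human Keap1 Kelch domain with fluorescein labeled Nrf2 9mer peptide probe; 0% = neutral control wells and 100% = peptide positive control; higher means more block of Keap1 binding to Nrf2 peptide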
# CAL PDZ FP-2 = untagged CAL PDZ binding inhibitors, primary screen, biochemical, fluorescence polarization, HTS; AID 602252, 2012; purified CAL PDZ, TMR-peptide fluorescence polarization, 1 h; inhibition, % at 24.9 µM; actives 0.92% (n = 300,000); Golgi-associated PDZ and coiled-coil motif-containing protein (Homo sapiens), Q9HD26;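 active means mean inhibition of at least 30% with at least half of replicates also reaching 30%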;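 further: 0% = DMSO neutral control and 100% = excess unlabeled competitor peptide PRC23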
# V-ATPase pH = regulators of yeast V-ATPase proton pumping, primary screen, pHLuorin cytosolic pH fluorescence | S. cerevisiae | response, % at 10 µM | actives 0.37% (n = 350,000) | AID 504577, 2011; in the data active means response mostly above about 7.3%, no sharp cut-off; inactive means mostly below about 5.4%; further: actives read high; inactives centre near 0; some compounds called inactive have numbers as strong as hits
# Cardiac RTF inh = cardiac RTF calcium sensitivity inhibitors, primary screen, biochemical, IANBD-TnC fluorescence, EC70 calcium | Troponin I, cardiac muscle (Homo sapiens) + Troponin T, cardiac muscle (Homo sapiens) + … | IANBD-labeled cardiac RTF, Ca2+ fluorescence | inhibition, % at 7.15 µM | actives 0.12% (n = 340,000) | AID 493244, 2011;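 active means inhibition above the mean inhibition of all tested compounds plus 3 SD, cut at about 17% in these data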;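 further: assay run at fixed EC70 calcium of 1.6 mM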
# Pemphigus Ab inh = inhibitors of pemphigus antibody binding to DSG3, primary screen, biochemical, bead-based, flow cytometry, scFv-GFP; Desmoglein-3 (Homo sapiens), P32926; DSG3-coupled beads, scFv-anti-DSG3-GFP binding; active compounds read low; binding (percent of control), % at 10 µM; actives 0.48% (n = 310,000);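 active means binding more than 3 SD below its plate's average and above zero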;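 further: hits lower antibody fragment binding to DSG3; some compounds called inactive have numbers as strong as hits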
# Target sequence (P32926 whole entry, looked up, the tested form may be a part): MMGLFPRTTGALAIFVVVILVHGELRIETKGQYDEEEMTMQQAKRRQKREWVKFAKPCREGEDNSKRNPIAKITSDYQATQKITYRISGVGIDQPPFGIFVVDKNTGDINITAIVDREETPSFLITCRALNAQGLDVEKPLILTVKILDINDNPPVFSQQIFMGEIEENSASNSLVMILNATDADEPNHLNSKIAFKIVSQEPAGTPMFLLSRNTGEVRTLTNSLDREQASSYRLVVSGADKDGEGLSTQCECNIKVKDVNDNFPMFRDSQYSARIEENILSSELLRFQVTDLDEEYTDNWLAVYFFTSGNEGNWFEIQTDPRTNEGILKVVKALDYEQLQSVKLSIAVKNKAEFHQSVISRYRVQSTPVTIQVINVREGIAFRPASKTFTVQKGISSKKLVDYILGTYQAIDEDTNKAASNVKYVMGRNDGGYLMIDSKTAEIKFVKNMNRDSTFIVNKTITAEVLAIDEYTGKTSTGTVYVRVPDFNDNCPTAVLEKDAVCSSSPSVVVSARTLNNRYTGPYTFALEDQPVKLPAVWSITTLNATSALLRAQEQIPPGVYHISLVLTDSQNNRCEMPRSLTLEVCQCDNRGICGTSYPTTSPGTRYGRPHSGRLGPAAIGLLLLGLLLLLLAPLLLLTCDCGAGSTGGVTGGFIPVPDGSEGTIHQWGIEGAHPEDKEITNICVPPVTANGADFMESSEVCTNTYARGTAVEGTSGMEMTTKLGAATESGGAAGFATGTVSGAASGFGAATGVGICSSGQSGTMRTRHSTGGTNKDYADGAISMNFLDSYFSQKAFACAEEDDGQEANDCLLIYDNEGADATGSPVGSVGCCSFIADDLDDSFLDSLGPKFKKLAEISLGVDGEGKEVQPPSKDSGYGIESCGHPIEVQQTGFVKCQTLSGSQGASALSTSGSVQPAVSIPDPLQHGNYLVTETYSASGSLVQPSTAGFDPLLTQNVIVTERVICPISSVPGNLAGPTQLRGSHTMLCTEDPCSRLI
# LANA DNA inh = inhibitors of KSHV C-LANA binding to DNA, primary screen, biochemical, fluorescence polarization, FAM-LBS DNA, MBP-C-LANA, single point. actives 0.078% (n = 340,000). inhibition, % at 9 µM. Kaposi's sarcoma herpesvirus LANA C-terminal domain (residues 932-1162) DNA binding. AID 504423, 2011;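 active means highest replicate inhibition at or above 60% at 9 µM, even if other replicates fall short; inactive means all replicates below 60% inhibition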;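 further: 0% = neutral control wells and 100% = 4 µM acridine orange control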
# Arr AP2 block = inhibitors of beta-arrestin/AP2 binding, primary screen, biochemical, GPCR trafficking, flow cytometry; beta-arrestin 1 C-terminal peptide binding to AP2 beta2-adaptin appendage (human); FITC-arrestin peptide / GST-AP2 beads; AP2 beta2 appendage carries R879A mutation; inhibition, % at 10 µM; actives 0.31% (n = 340,000);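 active means inhibition above a set limit, near 3 SD of compounds lacking own fluorescence, cut at about 54% in these data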;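 further: plate controls were DMSO wells for no effect and 5 µM unlabelled arrestin peptide for full effect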
#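 Test system: GST-tagged AP2 beta2-adaptin appendage (R879A) on 4 µm glutathione beads; also added: fluorescein-tagged arrestin peptide at 50 nM final; timing: 12 min plus 1 h, RT; signal: flow cytometry, FL1 (488/535 nm); read-out: percent drop in bead-associated FITC signal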
# DAGLB inh = DAGLB lipase inhibitors, primary screen, biochemical, fluorescence, HTS | inhibition, % at 5.17 µM | actives 0.059% (n = 340,000) | HEK293T DAGLB membrane lysate, EnzChek fluorogenic substrate; in the data active means inhibition above about 34%;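 further: 0% = enzyme with vehicle and 100% = wells lacking enzyme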
# * = called active by the depositor; nt = no result given.
SMILES,NSD2 HMT inh,CAL PDZ FP-1,Keap1-Nrf2 PPI,CAL PDZ FP-2,V-ATPase pH,Cardiac RTF inh,Pemphigus Ab inh,LANA DNA inh,Arr AP2 block,DAGLB inh
CC1SC(=NC(=O)c2ccco2)NC1=O (centres undefined),1,-0.7,-4,-2,2,-8,104,0.0,10,1
CCN(CC)S(=O)(=O)c1ccc(N2CCCC2)c(C(=O)OCC(=O)/C(C#N)=C(\C)N)c1,4,-0.8,0,-5,-1,4,nt,0.7,7,1
Cc1ccc(C(=O)OCC(=O)Nc2cccc(Br)c2)s1,-2,nt,nt,nt,-3,nt,98,nt,nt,-8
CCOC(=O)C1(CCCc2ccccc2)CCN(C(=O)CCCn2cncn2)CC1,-3,0.1,8,nt,-1,-22,97,-1.5,-22,-4
COc1ccc(CCNC(=O)c2sc3ccccc3c2Cl)cc1OC,-1,-2.2,-2,-1,2,3,107,-0.7,-1,-3
CC(=O)OCCN(CCOC(C)=O)c1c(C)[nH]c(=O)[nH]c1=O,-4,-1.0,-3,-3,0,2,107,0.8,5,2
COc1cc(Nc2nnc(C)s2)c(Cl)cc1Cl,-1,-2.5,2,2,1,-3,92,2.4,4,-1
Cc1ccc(S(=O)(=O)Nc2cccc(C(=O)N3CCN(c4ccccc4O)CC3)c2)cc1F,4,-2.3,4,-5,-2,-5,109,0.1,4,4
O=C(Nc1nnc(C2=COCCO2)o1)c1ccc(F)cc1,-1,-2.1,-2,-2,0,-6,nt,2.9,-11,1
CCOc1ccccc1CN1CCC(N2CCC(C(=O)NC3CC3)CC2)CC1,1,-0.8,-1,5,-1,5,111,-0.5,-3,-2
COC(=O)COc1cc(OCC(=O)OC)c2c(C)c(Cl)c(=O)oc2c1,-5,-1.4,1,-5,0,-4,101,1.9,-3,1
Cc1cc(Nc2cccc([N+](=O)[O-])c2)n2c(nc3ccccc32)c1C#N,1,-1.1,0,-5,-2,-13,103,1.1,9,6
COc1ccc(CNS(=O)(=O)c2ccc3c(c2)C(C)(C)C(=O)N3C)cc1,1,-1.1,-2,-4,-3,-7,nt,0.0,-3,2
CCOC(=O)c1cnc(SCCN2CCOCC2)nc1N,-3,0.8,3,-3,-1,2,102,-0.9,-3,-4
O=C(NCc1cc([N+](=O)[O-])ccc1O)c1cccnc1Sc1ccc(Cl)cc1,2,-0.8,0,-1,1,0,106,-0.1,-24,3
O=C(Cc1ccc(Br)cc1)Nc1ccccc1N1CCCC1,6,-4.0,-6,-2,0,-4,111,0.5,-1,-1
Cc1ccccc1COC(=O)CCC1=NS(=O)(=O)c2ccccc2N1,4,0.2,3,-2,-1,-3,nt,-0.8,29,1
COCC1CCN(C(=O)C2CCC(=O)N(C3CCCCCC3)C2)CC1 (centres undefined),-1,0.2,2,0,0,0,102,0.3,37,0
CC1Cn2c(nc3c2c(=O)[nH]c(=O)n3C)O1 (centres undefined),-3,nt,-2,-1,3,-24,105,-0.2,-1,-4
CCOC(=O)c1c(NC(=O)CN2C(=O)NC3(CCCCC3C)C2=O)sc(C(=O)N(C)C)c1C (centres undefined),1,-2.3,3,-4,-2,-14,100,2.2,10,0
CCN(CC(=O)NCc1ccc(Cl)cc1)C(=O)/C=C/c1cccs1,-1,-0.6,-2,-1,-2,0,nt,-1.6,3,1
COc1ccccc1CNC(=S)NC1CCCC1,0,-0.8,1,3,0,6,115,-0.2,20,-3
Cc1ccc(-n2ncc(C(=O)Nc3cc(Cl)cc(Cl)c3)c2C2CCNCC2)cc1C,4,-7.2,6,-2,-2,10,89,-0.8,3,3
COc1ccc(NC(=O)CC2C(=O)N(c3ccc(Cl)cc3)C(=S)N2CCc2ccncc2)cc1 (centres undefined),0,-0.6,-5,nt,-1,0,102,0.8,3,1
CCN(CC(=O)Nc1ccc(OC)cc1)CC(=O)Nc1ccc(Cl)cc1F,0,-2.1,-3,-7,-4,1,124,-0.5,1,0
CCOC(=O)C1=C(CNCCc2ccc(Cl)cc2)NC(=O)NC1c1ccc2c(c1)OCO2 (centres undefined),0,-1.4,-2,4,0,4,107,-0.8,1,-1
COc1ccc(N2CCN(C(=O)CC3NC4CCCCC4NC3=O)CC2)cc1 (centres undefined),4,-0.5,-3,nt,2,-11,99,1.0,-9,2
O=[N+]([O-])/C=C/c1cn(Cc2ccccc2)c2ccccc12,2,-0.7,-5,-5,1,-9,100,0.0,8,1
O=S(=O)(c1ccc(OCC(O)CN2CCCC2)cc1)N1CCOCC1 (centres undefined),3,-0.9,-2,-2,2,-2,nt,1.4,9,-1
COC(=O)c1c(-c2c(Cl)cccc2Cl)noc1NC(=O)NN1CCCCC1,1,-1.6,1,nt,-2,-6,102,1.9,6,0
O=C(CCN=C1NS(=O)(=O)c2ccccc21)OCC(=O)c1ccc(F)c(F)c1,-3,-1.5,-2,-1,-2,-10,104,-0.9,33,0
O=C(COc1ccc(Br)cc1Br)NC(=S)Nc1cccc(CO)c1,1,-1.0,-2,-1,-1,1,97,0.9,9,0
O=C1OCc2cc(-n3cccc3)ccc21,-2,-0.1,-2,1,-1,0,nt,-0.8,10,0
CCc1ccc(NC(=O)CSc2nnc(-c3cnccn3)n2C)cc1,-4,-2.6,0,nt,-3,-1,107,-0.1,7,1
CN(C)CCNC(=O)CNC(=S)N(CCCN1CCOCC1)Cc1cccs1,6,-0.5,-1,-5,-1,-4,98,-3.3,-10,3
C=CCOc1c(CNc2cccc(C(=O)O)c2)cccc1OCC,3,-0.2,1,-5,-4,-5,101,0.6,-7,0
CCCCn1c(N)c(N(Cc2ccccc2OC)C(=O)C(C)Oc2ccc(F)cc2)c(=O)[nH]c1=O (centres undefined),-3,-1.9,-4,-6,-2,7,109,0.6,9,1
NC(=O)c1cc(S(=O)(=O)NCc2cccc(Br)c2)cs1,-1,0.5,-3,-5,-2,-3,nt,1.8,-3,4
O=C(c1cn(-c2ccccc2)nc1-c1cccnc1)N1CCN(S(=O)(=O)c2ccc(Cl)cc2)CC1,1,0.6,2,4,0,-14,103,-0.1,8,-1
CC(C)C(C)(C#N)NC(=O)CSc1nncn1-c1ccccc1 (centres undefined),-2,-0.4,-7,-1,4,9,110,-1.3,-2,-2

# Quoted at random: three records from the list.
SMILES,NSD2 HMT inh,CAL PDZ FP-1,Keap1-Nrf2 PPI,CAL PDZ FP-2,V-ATPase pH,Cardiac RTF inh,Pemphigus Ab inh,LANA DNA inh,Arr AP2 block,DAGLB inh
CCN(CC(=O)NCc1ccc(Cl)cc1)C(=O)/C=C/c1cccs1,-1,-0.6,-2,-1,-2,0,nt,-1.6,3,1
O=C1OCc2cc(-n3cccc3)ccc21,-2,-0.1,-2,1,-1,0,nt,-0.8,10,0
O=S(=O)(c1ccc(OCC(O)CN2CCCC2)cc1)N1CCOCC1 (centres undefined),3,-0.9,-2,-2,2,-2,nt,1.4,9,-1

# The list continues:
SMILES,NSD2 HMT inh,CAL PDZ FP-1,Keap1-Nrf2 PPI,CAL PDZ FP-2,V-ATPase pH,Cardiac RTF inh,Pemphigus Ab inh,LANA DNA inh,Arr AP2 block,DAGLB inh
CCC(=O)NC(NC(=O)CC)C(Cl)Cl,nt,-0.7,0,-5,1,-1,102,1.1,24,-2
O=C(O)C1CCCN(C(=O)NCc2ccccc2)C1 (centres undefined),-5,1.5,-6,0,-3,-35,103,-2.1,2,0
O=C(N/N=C/c1ccco1)c1ccn[nH]1,-1,7.2,-4,7,2,-6,106,-1.5,-3,-1
COc1ccc(C2CC(=O)Oc3ccc(OC)cc32)cc1 (centres undefined),nt,-1.3,-2,-5,1,-4,98,-0.3,-17,-4
CCOC(OCC)c1cc2ccccc2cn1,nt,-0.1,-3,-8,0,-3,108,-0.9,-1,-3
O=C(N/N=C/c1ccc2c(c1)OCO2)c1cc(-c2ccncc2)nc2ccccc12,-1,-5.0,3,-2,-2,-3,100,2.6,-9,-6
CCOc1ccc(S(=O)(=O)NCCCN2CCCC2=O)cc1,-1,0.0,-1,1,0,-5,97,-0.3,19,-1
Cc1cc(F)ccc1NC(=O)c1ccc(NS(=O)(=O)c2cccs2)cc1,18,nt,nt,nt,3,nt,110,nt,nt,2
COc1ccccc1C(=O)N1CCCC(c2nc(-c3cc(OC)c(OC)c(OC)c3)no2)C1 (centres undefined),1,nt,0,-3,1,-1,108,-1.6,3,2
COC(=O)C1C(O)=CC(=O)CC1C (centres undefined),-2,-1.8,-4,3,4,0,73,0.4,26,2
CC(C)N1C(=O)CCC1C(=O)NCc1cccs1 (centres undefined),-1,-0.9,3,2,7,-6,114,0.3,0,-1
O=C(Nc1ccc(NC(=O)c2sc3ccccc3c2Cl)cc1Cl)c1ccco1,0,0.7,-5,-2,-3,0,95,0.8,0,0
COc1ccc(/C=N/N=C2\SCC(=O)N2c2c(C)n(C)n(-c3ccccc3)c2=O)cc1OC,3,-2.7,0,-4,2,-9,88,-1.5,-3,3
N=C1C(c2ccccc2)=C(O)CN1c1ccccc1N1CCOCC1,-3,-2.9,-5,-2,4,-1,102,2.1,-6,2
CCn1ncc(Br)c1C(=O)Nc1sc2c(c1C(=O)OC)CCC2,0,-4.4,0,-2,2,-6,123,1.2,-11,-7
CCC(Oc1ccc(C)cc1)C(=O)Nc1ccc2c(c1)n(C)c(=O)n2C (centres undefined),4,-0.3,-2,-6,-2,-9,95,-1.0,3,0
COc1ccc(S(=O)(=O)Nc2cccc(/C=C/C(=O)O)c2)cc1,0,-4.2,-5,-3,3,-7,62,-1.8,-4,2
Cc1cccc(-c2cc3c(N=O)c4ccccc4c-3n[nH]2)c1,-1,-3.8,-4,-2,-3,-1,92,-0.4,-2,-5
Clc1cccc(-c2nnc(SC/C=C/c3ccccc3)n2Cc2ccco2)c1,-1,0.6,-12,nt,0,3,103,-0.2,4,0
CC1(NC(=O)N2CCOCC2)CCS(=O)(=O)C1 (centres undefined),5,-2.6,-4,-1,5,1,100,1.8,2,2

# Only part of the results is shown, so the mix of outcomes need not match the whole.
